From PubChem
procasp3 activ – activators of human procaspase-3 D3A mutant, primary screen, biochemical, absorbance, PC-3 D3A mutant, single concentration. Caspase-3 (Homo sapiens), P42574. recombinant procaspase-3 D3A, Ac-DEVD-pNA absorbance 405 nm. activation, % at 8.5 µM. 330,000 tested, 0.11% active. AID 463141, 2010;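 active = activation above the mean of all tested compounds plus 3 SD, cut at about 21% in these data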;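 also: 0% = DMSO alone and 100% = DMSO wells spiked with extra 5 µM PC-3 D3A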
Target sequence (P42574 whole entry D9A/D28A/D175A): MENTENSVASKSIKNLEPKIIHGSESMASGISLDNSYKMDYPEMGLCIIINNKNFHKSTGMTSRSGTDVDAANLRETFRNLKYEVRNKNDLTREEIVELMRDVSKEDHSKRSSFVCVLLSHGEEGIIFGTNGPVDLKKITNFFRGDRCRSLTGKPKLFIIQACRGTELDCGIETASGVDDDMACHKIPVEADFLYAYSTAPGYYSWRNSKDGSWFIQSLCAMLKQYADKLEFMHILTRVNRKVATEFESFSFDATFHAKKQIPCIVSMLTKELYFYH
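Test system: Procaspase-3 D3A mutant, all three cleavage aspartates alanine | Dosing: Single dose, 8.5 µM nominal compound, 0.8% DMSO | Schedule: 1 h preincubation, 2 h reaction | Technique: 405 nm absorbance of p-nitroaniline, reads at 0 and 120 min | Repeats: One well per compound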
TPT1 inhibitor – Candida albicans TPT1 enzyme inhibitors, primary screen, biochemical, fluorescence polarization; tRNA 2'-phosphotransferase TPT1 (Candida albicans SC5314); recombinant caTPT1, FP RNA substrate dephosphorylation; inhibition, % at 5 µM; 300,000 tested, 0.81% active; AID 1962, 2009;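 active = inhibition above the mean of all tested compounds plus 3 SD, set per screening campaign, cut at about 24% in these data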;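 also: plate controls were DMSO alone for no effect and ferristatin control at 100 nM for full effect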
AHR act – AHR activators, primary screen, cell-based, luminescence, luciferase reporter, human; AHR-responsive luciferase reporter cells; 320,000 tested, 2.5% active; activation, % at 5 µM; AID 2796, 2010; Aryl hydrocarbon receptor (Homo sapiens), P35869; in the data active = activation above about 47%;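 also: 0% = vehicle wells and 100% = reference agonist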
CTSL1 counter – Fasciola hepatica cathepsin L1 inhibitors, primary screen, counter-screen for PFM18AAP inhibitor project, biochemical, QFRET, fluorogenic peptide substrate. recombinant F. hepatica cathepsin L1, Z-Leu-Arg-MCA fluorescence. inhibition, % at 5.96 µM. 300,000 tested, 0.49% active. AID 1906, 2009;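 active = inhibition above the mean of all tested compounds plus 3 SD, set per screening campaign, cut at about 17% in these data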;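 also: 0% = plate median of test compound wells and 100% = 1 µM Z-Phe-Ala-diazomethylketone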
PAFAH2 FP inh – PAFAH2 enzyme inhibitors, primary screen, biochemical, fluorescence polarization, human; inhibition, % at 3.39 µM; Platelet-activating factor acetylhydrolase 2, cytoplasmic (Homo sapiens), Q99487; 340,000 tested, 0.99% active; recombinant PAFAH2, FP-rhodamine activity probe;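 active = inhibition above the mean over all tested compounds plus 3 SD, cut at about 30% in these data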;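 also: inhibitors block probe labeling of enzyme so polarization drops; 0% = enzyme with DMSO and 100% = wells lacking PAFAH2 protein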
PP1 inh – PP1-alpha phosphatase inhibitors, primary screen, counter-screen for PP5 inhibitor project, biochemical, fluorescence, OMFP substrate, single point; purified PP1alpha; Serine/threonine-protein phosphatase PP1-alpha catalytic subunit (Homo sapiens), P62136; 320,000 tested, 0.9% active; inhibition, % at 6.7 µM;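 active = inhibition above the mean inhibition of all tested compounds plus 3 SD, computed separately for each screening campaign, cut at about 15% in these data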
Target sequence (P62136 whole entry, looked up): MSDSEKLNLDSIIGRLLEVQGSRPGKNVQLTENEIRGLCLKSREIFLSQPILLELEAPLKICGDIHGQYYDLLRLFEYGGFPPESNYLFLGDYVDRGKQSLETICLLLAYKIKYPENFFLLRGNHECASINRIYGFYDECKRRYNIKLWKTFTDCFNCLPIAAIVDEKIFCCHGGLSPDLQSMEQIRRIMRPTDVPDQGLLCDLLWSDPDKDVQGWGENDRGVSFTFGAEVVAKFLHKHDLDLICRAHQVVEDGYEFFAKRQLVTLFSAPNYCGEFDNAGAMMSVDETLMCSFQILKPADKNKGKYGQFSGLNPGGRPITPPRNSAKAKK
proCasp7 act – procaspase-7 activators, primary screen, counter-screen for procaspase-3 activator project, biochemical, absorbance, HTS, human; recombinant procaspase-7, Ac-DEVD-pNA absorbance 405 nm; D23A/D198A/D206A triple mutant, cannot self-cleave; scale: DMSO 0, 5 µM enzyme 100; activation, % at 8.5 µM; Caspase-7 (Homo sapiens), P55210; 330,000 tested, 0.093% active;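 active = percent activation above the screen-wide mean plus 3 SD, cut at about 25% in these data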
Target sequence (P55210 whole entry D23A/D198A/D206A): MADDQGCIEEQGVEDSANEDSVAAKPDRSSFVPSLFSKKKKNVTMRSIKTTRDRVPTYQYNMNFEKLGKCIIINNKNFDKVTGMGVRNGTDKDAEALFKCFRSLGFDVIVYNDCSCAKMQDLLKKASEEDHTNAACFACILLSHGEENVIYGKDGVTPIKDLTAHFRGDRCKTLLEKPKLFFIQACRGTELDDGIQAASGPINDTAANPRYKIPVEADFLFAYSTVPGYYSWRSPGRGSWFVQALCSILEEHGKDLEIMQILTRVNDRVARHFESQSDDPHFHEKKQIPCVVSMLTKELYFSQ
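Assay system: Uncleavable procaspase-7 mutant enzyme | Input: 2 µM procaspase-7 mutant as dispensed | Timing: 1 h compound preincubation, 2 h substrate cleavage, 25 °C | Repeats: One well per compound | Control set: DMSO wells as 0%, DMSO with 5 µM added PC-7 as 100% | Technique: Epi-absorbance of released pNA at 405 nm, two timepoints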
HCV core dimer – inhibitors of HCV core protein dimerization, primary screen, biochemical, TR-FRET, high-throughput; TR-FRET GST/Flag-core106 dimerization, 1536-well; inhibition, % at 5 µM; 300,000 tested, 0.33% active; AID 1899, 2009;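 active = inhibition above the mean of all tested compounds plus 3 SD, set per screening campaign, cut at about 45% in these data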
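assay system = GST-tagged and Flag-tagged HCV core protein residues 1-106 | controls = unlabelled core106 and no-GST-core106 wells | incubation = compound-protein-antibody incubation 4 h at 22.5 °C | probe or stimulus = Eu donor and XL665 acceptor anti-tag antibodies | read-out = % inhibition based on acceptor/donor emission ratio | signal = TR-FRET 671 and 617 nm emission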
PP5 inh – PP5 phosphatase inhibitors, primary screen, biochemical, fluorescence; Serine/threonine-protein phosphatase 5 (Homo sapiens), P53041; purified PP5c, OMFP substrate fluorescence; inhibition, % at 6.7 µM; 320,000 tested, 0.18% active; AID 1987, 2009;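 active = inhibition above the campaign's mean inhibition across all tested compounds plus 3 SD, cut at about 9.5% in these data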;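 also: 0% = DMSO only and 100% = 100 µM cantharidin control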
* = called active by the depositor; · = no result given.

SMILES	procasp3 activ	TPT1 inhibitor	AHR act	CTSL1 counter	PAFAH2 FP inh	PP1 inh	proCasp7 act	HCV core dimer	PP5 inh
COCC(=O)N(C)C1(c2nnnn2CCOC(=O)Nc2cccc3ccccc23)CCCC1	4	4	4	0	3	-4	11	-7	-1.1
C/C(=N\NC(=O)c1cc(-c2ccco2)nc2ccccc12)c1cccnc1	3	0	23	8	4	2	-8	15	-0.1
COc1ccc(N2CCN(c3ncnc4c3[nH]c3ccccc34)CC2)cc1	-11	-1	-5	-9	4	0	-2	-7	3.1
CCCCN(Cc1cc2cc(OC)ccc2[nH]c1=O)C(=O)c1ccco1	-18	4	12	3	1	-1	-11	10	2.0
COc1cc(N)c(Cl)cc1C(=O)OCC(=O)NCc1cccs1	1	·	3	·	13	·	-1	·	·
CN(CC(=O)Nc1cccc(F)c1)C(=O)c1ccc(N2CCCCCC2)c([N+](=O)[O-])c1	-10	-2	-1	1	1	3	-5	-4	2.6
CSc1cccc(N2CC(C(=O)N(CC(C)C)c3c(N)n(Cc4ccccc4)c(=O)[nH]c3=O)CC2=O)c1 (configuration not stated)	-7	0	-2	-2	7	-2	-3	6	-0.3
Cc1ccc2[nH]c(=O)c(CN(Cc3ccco3)C(=O)N3CCOCC3)cc2c1	-6	0	9	4	5	-2	6	3	-0.6
CC1(C)Cc2nc3nc(SCC(=O)NCCc4ccccc4)n(-c4ccccc4)c(=O)c3cc2CO1	3	1	2	3	-5	-3	-3	5	0.9
O=C1NC(c2cccc([N+](=O)[O-])c2)Oc2ccccc21 (configuration not stated)	-1	-5	-1	0	-2	5	-2	31	0.9

Limited to CTSL1 counter, PAFAH2 FP inh and proCasp7 act, for some of the entries so far:
SMILES | CTSL1 counter | PAFAH2 FP inh | proCasp7 act
COc1ccc(N2CCN(c3ncnc4c3[nH]c3ccccc34)CC2)cc1 | -9 | 4 | -2
CCCCN(Cc1cc2cc(OC)ccc2[nH]c1=O)C(=O)c1ccco1 | 3 | 1 | -11
COc1cc(N)c(Cl)cc1C(=O)OCC(=O)NCc1cccs1 | · | 13 | -1
CN(CC(=O)Nc1cccc(F)c1)C(=O)c1ccc(N2CCCCCC2)c([N+](=O)[O-])c1 | 1 | 1 | -5

Later entries
SMILES	procasp3 activ	TPT1 inhibitor	AHR act	CTSL1 counter	PAFAH2 FP inh	PP1 inh	proCasp7 act	HCV core dimer	PP5 inh
CCCc1nnc(NC(=O)c2cccnc2)s1	-11	2	4	1	·	0	4	2	-0.6
CC1CCCC(NC(=O)c2ccc(F)c(S(=O)(=O)N3CCOCC3)c2)C1C (configuration not stated)	12	0	1	-4	1	-4	-4	-9	0.7
O=C(NNC(=O)C1CC(=O)N(c2ccc3c(c2)OCCO3)C1)c1ccc(F)cc1 (configuration not stated)	-8	-1	4	-3	-5	-3	3	-5	-2.5
O=C(NC1CCCCC1)C1Cc2ccccc2CN1S(=O)(=O)c1ccc(F)cc1 (configuration not stated)	-5	1	-2	2	-7	5	2	-14	1.1
Cc1cccc(C)c1NS(=O)(=O)c1cc2c3c(c1)CC(=O)N3CCC2	-3	-3	4	4	5	10	-8	0	0.5
O=C(NCCNS(=O)(=O)c1ccc(Cl)cc1)c1cc(OCC(F)(F)F)ccc1OCC(F)(F)F	0	5	4	1	-4	5	2	1	2.3
Cc1noc(C)c1N=Nc1ccc(Br)cc1C(=O)O	-2	-6	0	1	-8	-1	1	2	-2.4
CCOc1ccc(Oc2ccc(C(F)(F)F)cc2N)cc1	9	2	5	1	-5	0	6	2	3.1
O=C1[C@@H]2[C@H](C(=O)N1O)[C@H]1C=C[C@@H]2C1	-7	-2	0	-3	2	-3	7	-3	0.8
O=C(NCc1ccco1)/C(=C\c1cccc([N+](=O)[O-])c1)NC(=O)c1ccco1	12	0	-2	-1	10	-1	0	0	0.5
C=CCOC(=O)C1=C(C)NC(SCC(=O)N(CC)CC)=C(C#N)C1c1ccccc1 (configuration not stated)	7	-2	21	3	7	2	-5	19	3.5
CC(=O)c1ccc(O)c(CSc2nncn2C)c1	4	0	2	1	-8	-5	0	0	-0.6
CCCCNC(=S)NCc1ccc2[nH]c3c(c2c1)CCCC3	-5	0	13	7	5	0	5	-3	2.4
CC(C)CS(=O)(=O)C1=NSC2=NC(=O)/C(=C\c3ccc(OC(=O)c4ccco4)cc3)C(=N)N21	8	10	2	1	9	-2	8	12	0.2
O=C(N/C(=C\c1ccc(Cl)cc1)C(=O)N1CCCCC1)c1ccco1	-1	-1	2	-11	1	0	-6	-2	0.8
Cc1cc(=O)oc2c(N)c(O)ccc12	0	-4	2	0	1	-2	9	-20	-0.1
CCOc1cc(N2CCOCC2)c(OCC)cc1NC(=O)Cn1cnnn1	2	·	5	·	5	·	-5	·	·
COc1cc(Cl)c(NS(=O)(=O)c2cc3[nH]c(=O)c(=O)[nH]c3cc2C)c(OC)c1	1	-2	3	0	-6	0	-5	3	0.4
Cc1ccc(Nc2nnc(SCc3cc(=O)n4ccsc4n3)s2)c(C)c1	-6	-1	48*	3	9	-4	-7	10	0.4
O=C(CN1C(=O)CC(c2ccco2)Sc2ccccc21)NCC1CCCO1 (configuration not stated)	-20	3	0	2	2	-14	-35	-1	4.2
O=C(NCCc1cccc(Cl)c1)C1CCC(=O)N(Cc2ccc(Cl)cc2)C1 (configuration not stated)	2	-1	1	2	5	-1	-8	0	4.5
CCOC(=O)c1nnn(-c2nonc2-n2cccc2)c1CN1CCCCC1	-10	3	1	0	22	-1	2	14	1.2
O=C(O)c1ccc2c(c1)C(=O)N(c1ccc(Cl)cn1)C2=O	4	-1	4	3	3	2	6	0	0.1
CCCOC1CCCN(Cc2cn(C)nc2-c2ccccc2F)C1 (configuration not stated)	-7	2	12	3	-6	0	8	-6	-0.5
COc1ccc(S(=O)(=O)Nc2ccc3c(c2)OCCO3)cc1OC	6	2	1	-3	2	-2	-8	-2	0.1
FC(F)(F)c1nnc2c(Sc3ccccc3)nc3ccccc3n12	-4	0	16	0	11	-2	1	7	0.6
COC(=O)COc1cccc(NC(=O)c2ccc(C)cc2)c1	-4	-1	-3	-1	-6	0	11	-2	1.6
CCOc1cc(/C=N/NC(=O)CSc2nncn2C)ccc1OCc1cccc(C)c1	6	-1	17	-2	-4	-1	-3	4	4.9
Cc1cc(NC(=O)c2noc3c2CCCCC3)no1	-3	-1	0	0	-1	3	13	3	0.1
O=C(/C=C/c1ccco1)NC(=S)Nc1nc(-c2ccc(Cl)cc2)cs1	2	3	10	4	-25	-2	0	12	-0.1
CCc1ccccc1NC(=O)Nc1ccc2c(c1)OCO2	-18	-5	87*	-2	5	-8	-20	6	2.0
Cc1ccc(C(=O)N/N=C/c2ccc(-c3ccc(Br)cc3[N+](=O)[O-])o2)o1	-11	1	45	-3	9	2	-20	25	-1.7
COc1ccc(CN2CC(C(=O)NCCc3ccccc3)CC2=O)cc1 (configuration not stated)	2	-3	3	17*	-2	-2	-2	-6	3.4
Cc1ccc(C2C3=C(NCCN=C3c3ccccc3)C(=O)N2c2ccccc2)cc1 (configuration not stated)	-9	1	2	-2	-5	-2	4	-4	2.0
O=C(N/N=C/c1ccncc1)c1ccc(OCc2ccccc2)cc1	-8	3	0	0	-2	1	4	-1	1.7
FC(F)(F)c1ccc(NCCc2ccccc2)nc1	5	3	-6	-1	1	-1	-3	-4	3.9
COc1ccc(-c2nnc3ccc(SCC(=O)Nc4nc5ccc(C)cc5s4)nn23)cc1OC	3	3	3	0	-12	-1	9	8	6.2
CC(=O)Nc1ccc(S(=O)(=O)n2cnc3ccccc32)cc1	-7	2	7	6	6	-2	4	-4	0.0
CCN(CC)C(=O)Cn1cnc2sc(C(=O)Nc3cc(OC)c(OC)c(OC)c3)c(C)c2c1=O	-4	-3	-1	1	1	15*	13	-19	6.1
Cc1c(CCOC(=O)c2ccc(Cl)cc2Cl)sc[n+]1CC(=O)c1ccc(Br)cc1	-4	·	1	·	-6	·	9	·	·
CCC(=O)c1ccccc1OCCCn1cncn1	6	-5	12	0	0	-6	-1	-5	0.1
CC(C)N1C(=O)/C(=C/c2nc3ccccc3c(=O)n2-c2ccccc2)c2ccccc21	4	-2	1	-1	4	14	3	19	2.0
CCOC(=O)C1CCN(C(=O)CN(Cc2ccc(Cl)cc2)S(C)(=O)=O)CC1	3	-2	1	0	12	1	-16	-3	-1.0
Cc1nc2ccccc2c2oc(C(=O)N3CCN(C4CCCCC4)CC3)cc12	1	-8	17	5	-4	1	11	2	0.7
COc1cc([N+](=O)[O-])ccc1NC(=O)CSc1ccccn1	8	2	3	3	-5	-2	2	7	0.6
CCOc1ccc(/C=N/NC(=O)c2cc3c(OC)cccc3[nH]2)cc1	0	-2	33	2	0	16*	-1	-1	-1.4
CC(C)c1ccc(S(=O)(=O)N2CCN(C(C)C(=O)NC3CCCC3)CC2)cc1 (configuration not stated)	4	·	2	·	6	4	-1	·	-3.1
Cc1ccc(N2CCN(c3ccc(C)cc3)C2c2ccccn2)cc1	1	0	14	-1	-2	-2	2	-8	-0.2
CCCCCn1c(=O)[nH]c2cc(C(=O)N3CCN(c4ccccc4F)CC3)ccc2c1=O	6	-2	-1	9	-4	-1	2	-6	-0.9
O=C(CSC(=S)N1CCOCC1)Nc1nc(=O)c2ccccc2s1	-17	-5	1	-6	·	-1	-7	-4	-1.9

The listing continues:
SMILES	procasp3 activ	TPT1 inhibitor	AHR act	CTSL1 counter	PAFAH2 FP inh	PP1 inh	proCasp7 act	HCV core dimer	PP5 inh
COc1ccc(NC(=O)C2CCCN2S(=O)(=O)c2ccc3c(c2)CC(C)N3C(C)=O)cc1OC (configuration not stated)	-5	-1	0	-2	1	-4	-3	-6	1.4
O=C(CN1C(=O)COc2ccccc21)N1CCc2ccccc2C1	-1	-1	12	-1	-8	-5	1	-6	0.1
CN1CCN(S(=O)(=O)c2ccc(Cc3ccc(S(=O)(=O)N4CCN(C)CC4)cc3)cc2)CC1	5	-1	1	-1	7	-1	7	-1	0.4
COc1ccc(NC(=S)NCCSc2ccc(Cl)cc2)c(OC)c1	-1	-3	-3	3	6	1	-3	1	1.1
O=C(CNC(=O)c1ccccc1)NCC(=O)OCc1ccc(Cl)cc1	-8	-4	6	-11	4	-1	-10	1	2.2
O=C(COC(=O)c1c(Cl)ccc(Cl)c1Cl)NCC1CCCO1 (configuration not stated)	10	·	2	·	10	·	8	·	·
